Screening data from PubChem.
FN deposition inh – fibronectin deposition inhibition; AH1F fibroblasts, Alexa488-fibronectin deposition fluorescence, overnight; inhibition, % at 12.6 µM; hit rate 0.086% among 350,000; AID 743247;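 active = mean inhibition across replicates of 30% or more, regardless of how many single replicates reach that level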;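 also: positive control wells lacked labelled fibronectin entirely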
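Test system: AH1F fibroblast monolayer depositing Alexa488-labelled fibronectin into matrix. Input: 10000 cells per well. Technique: fluorescence, ex 485 nm, em 525 nm. Buffer or medium: DMEM plus 2% serum, read in PBS. Timing: 1 h cell adhesion before compound, then overnight fibronectin incubation. Compound: single dose, pinned. Read-out basis: inhibition from reduced deposited-fibronectin fluorescence.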
esBAF inh – SWI/SNF esBAF complex inhibition; mouse ES cells, Bmi1-luciferase knock-in reporter, 24 h; 100% = twice the neutral-well signal; reporter increase, % at 12.5 µM; hit rate 2% among 350,000; in the data active = activation above about 40%;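 also: 0% = median of the plate's neutral control wells and 100% = double that signal; a rise in the Bmi1 reporter signal indicates esBAF inhibition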
Casp6 inh – inhibitors of human caspase-6. P55212. purified caspase-6, Z-VEID-R110 cleavage fluorescence. inhibition, % at 12.5 µM. hit rate 0.53% among 350,000. AID 686996;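 active = mean inhibition across replicates at least about 35%, with every replicate also reaching that limit, limit read from the data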;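 also: 0% = median of neutral control wells and 100% = no fluorescence left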
Target sequence (P55212 24-179 limits assumed): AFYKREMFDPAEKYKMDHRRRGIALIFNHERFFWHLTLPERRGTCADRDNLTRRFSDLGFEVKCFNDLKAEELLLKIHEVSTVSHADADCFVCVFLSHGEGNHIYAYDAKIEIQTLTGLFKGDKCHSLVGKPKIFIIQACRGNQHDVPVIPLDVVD
Target sequence (P55212 194-293 limits assumed): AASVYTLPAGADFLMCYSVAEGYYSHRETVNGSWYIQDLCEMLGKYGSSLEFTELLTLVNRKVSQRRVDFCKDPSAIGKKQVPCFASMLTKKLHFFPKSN
SIRT5 inh – sirtuin-5 (human) deacylase inhibition; hit rate 1.1% among 330,000; Purified SirT5, succinyl-peptide AMC, trypsin-coupled fluorescence; inhibition, % at 15 µM; in the data active = inhibition above about 15%
Target sequence (Q9NXA8 whole entry, looked up): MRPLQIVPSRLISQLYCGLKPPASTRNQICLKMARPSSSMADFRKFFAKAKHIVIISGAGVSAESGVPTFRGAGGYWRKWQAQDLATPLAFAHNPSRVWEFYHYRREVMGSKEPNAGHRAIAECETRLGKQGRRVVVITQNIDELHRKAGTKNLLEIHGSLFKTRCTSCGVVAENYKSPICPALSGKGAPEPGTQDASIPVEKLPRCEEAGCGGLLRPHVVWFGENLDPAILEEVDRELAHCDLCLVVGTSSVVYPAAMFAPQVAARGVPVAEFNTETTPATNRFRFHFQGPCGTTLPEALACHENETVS
Statin myotox sup – suppression of simvastatin myotoxicity; hit rate 0.78% among 330,000; C2C12 myotubes + simvastatin, ATP luminescence, 48 h; scaled: DMSO 0, geranylgeraniol control 100; rescue of ATP level, % at 7.49 µM;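 active = mean ATP rescue above about 67%, or every replicate alone reaching that limit, limit read from the data, passing the limit was not always enough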;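 also: myotubes were challenged with 10 µM simvastatin during compound exposure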
LGR2 antag – inhibitors of bursicon-induced Drosophila LGR2 receptor cAMP signaling; inhibition, % at 9.99 µM; HEK293 LGR2, CRE-luciferase, bursicon-stimulated, 4 h; hit rate 0.35% among 380,000;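 active = drop in luminescence signal, shown as inhibition above about 50% in the replicate tests, limit read from the data, passing the limit was not always enough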;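 also: agonist challenge used bursicon conditioned medium at about half maximal strength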
S100A4 MyoIIA – inhibitors of human S100A4 binding to myosin IIA peptide; P26447; S100A4/TAMRA-MyoIIA peptide fluorescence polarization; inhibition, % at 10.7 µM; hit rate 0.14% among 360,000; AID 652163;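 active = mean inhibition of at least 70% across replicates, with every replicate also reaching that level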
Target sequence (P26447 whole entry, looked up): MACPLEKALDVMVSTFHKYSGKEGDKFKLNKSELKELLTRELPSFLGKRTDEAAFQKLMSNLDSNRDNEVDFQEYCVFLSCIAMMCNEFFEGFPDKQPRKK
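Material: S100A4 monomer (human). Medium: Calcium-containing HEPES buffer, pH 7.2. Probe or stimulus: labelled myosin peptide probe, 5 nM. Compound dosing: one concentration per compound. Timing: polarization read 5 min after assay mix addition, stable 5–60 min. Benchmarks: DMSO as neutral control, TFP as positive control.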
Numbers without * were called inactive; nt = not tested or not shown; & = joins results of further samples. The list is partial (hit frequency here may not be typical).

Every second line gives: FN deposition inh, esBAF inh, Casp6 inh, SIRT5 inh, Statin myotox sup, LGR2 antag, S100A4 MyoIIA
Cc1noc(C)c1NC(=O)Nc1ccc2c(c1)C(=O)N([C@@H](C)CO)C[C@@H](C)[C@@H](CN(C)CC1CCCCC1)O2
    2, -8, nt, nt, -21, -4, nt
C/C=C/c1ccc2c(c1)O[C@@H](CN(C)C(=O)Nc1ccc(C(F)(F)F)cc1)[C@H](C)CN([C@H](C)CO)S2(=O)=O
    -6, 5, 0, 11, -6, 22, -1
Cc1cc2nc(-c3ccc(F)cc3)c(Cc3ccsc3)n2c(C)c1Br
    -2, nt, 0, -3, nt, -17, -3
CC(=O)Nc1ccc(C2=NN(c3ccccc3)C(c3ccccc3)C2)cc1 (configuration not stated)
    -9, 8, -2, -7, 7, -15, -2
O=S1(=O)CCC(NC2CCCC2)C1 (configuration not stated)
    1, -1, -5, -6, 4, 2, 1
O=C(CCN1C(=O)/C(=C\c2ccccc2)SC1=S)NNC(=O)c1cccnc1
    -2, nt, 1, -2, nt, -5, -9
Cc1c(C(=O)NCCN(C)C)oc2ccc(S(=O)(=O)N3CCC4(CC3)OCCO4)cc12
    -4, -8, -20, -3, -2, -3, -8
C[C@@H]1CN([C@H](C)CO)S(=O)(=O)c2ccc(-c3ccc(C#N)cc3)cc2O[C@H]1CN(C)C(=O)Nc1cc(F)ccc1F
    1&2, 10&5&8, -6&-3&-1, -3&-1&0, -25&-152, 13&5, 2&-12&-11
CCOC(=O)c1c(C)[nH]c(C)c1C(=O)COC(=O)Cc1n[nH]c(=O)c2ccccc12
    1, 5, -2, 2, 5, -15, -2
CCCCn1cnc2c(c(-c3ccccc3)c(-c3ccccc3)n2Cc2ccco2)c1=N
    39*, nt, 29, 1, nt, nt, -4
Cc1nc2sc(C(c3cccs3)N3CCN(C(=O)c4ccco4)CC3)c(O)n2n1 (configuration not stated)
    6, 1, 1, 2, -2, -12, 1
COc1ccc(OC)c(C2C(C(=O)Nc3ccccc3OC)=C(C)Nc3nc(CCCO)nn32)c1 (configuration not stated)
    -5, -4, 1, -1, 15, -3, 1
CC(C)NC(=O)Nc1ccc2c(c1)C(=O)N([C@H](C)CO)C[C@@H](C)[C@@H](CN(C)S(=O)(=O)c1cccs1)OCCCC[C@H](C)O2
    -6, 0, 0, 8, nt, -1, -8
CCCCN(C=O)c1c(CC)nc2c(OCC(=O)N3CCOCC3)cccn12
    -18, -6, -1, nt, -4, 5, 0
Cn1c(=O)n(C)c2cc(NC(=O)CSc3ccccc3)ccc21
    7, -2, 2, 0, 3, -8, -1
COc1ccc(-c2nc3ccccc3c(=O)n2CCCN2CCOCC2)cc1
    nt, 13, -2, -1, 39, -11, -4
COc1ccc(S(=O)(=O)N(C)C[C@@H]2Oc3c(NS(C)(=O)=O)cccc3C(=O)N([C@@H](C)CO)C[C@@H]2C)cc1
    nt, 5, -2, -2, nt, 12, 15
O=C(CCN1C(=O)/C(=C/c2ccc(F)cc2)SC1=S)Nc1cccnc1
    5, -7, -1, 1, 13, 12, -4
Cc1cccc(C)c1NC(=O)CNC(=O)C1CCCC1
    6, -3, -1, -4, 3, -10, -2
COc1ccc2c(c1)CC/C(=C/c1cc(OC)c(OC)c(OC)c1)C2=O
    -4, -4, 2, -9, 2, 14, -3
COc1ccc(CNC(=O)c2c(C)nc3ccccn23)cc1
    -2, -3, nt, nt, -4, nt, nt
COCCOC(=O)c1c(N)n(CCCN2CCOCC2)c2nc3ccccc3nc12
    -8, nt, 0, -20, nt, -7, -4
COc1ccc(CN(C)C(=O)C23CC4CC(CC(C4)C2)C3)c(OC)c1
    0, -1, 27, -1, -3, 20, -4
C[C@H](CO)N1C[C@H](C)[C@H](CN(C)S(=O)(=O)c2cccs2)Oc2ccc(NS(=O)(=O)c3cccs3)cc2C1=O
    nt, 1, nt, nt, -6, -9, nt
C[C@H](CO)N1C[C@H](C)[C@@H](CN(C)Cc2ccc(Cl)c(Cl)c2)Oc2ccc(NC(=O)Nc3ccc(F)cc3)cc2C1=O
    -2, -3, -1, 4, 3, -8, 9
COc1ccc(Br)c(Cn2c(C)c(C(=O)NCCC#N)sc2=O)c1
    -3, 1, 2, nt, -4, -14, 3
COc1ccc(S(=O)(=O)N(C)C[C@@H]2Oc3c(NC(=O)c4cnccn4)cccc3C(=O)N([C@@H](C)CO)C[C@@H]2C)cc1
    nt, -1, -2, -8, 4, 9, 5
CSC(=NCc1ccco1)NC#N
    3, nt, 0, -1, nt, nt, -1
Cc1ccc(CSc2nc3c(c(=O)[nH]c(=O)n3C)n2CCC(C)C)cc1
    -10, -5, 18, nt, 13, 0, 1
CCOc1ccc(N2C(=O)C3C(c4ccc(O)cc4)NC(CCSC)(C(=O)OC)C3C2=O)cc1 (configuration not stated)
    6, nt, 1, -5, nt, -30, -7
CNC(=O)COC(=O)Cc1ccc(Cl)cc1
    4, -5, -1, -2, -6, 7, 0
Cc1ccc(CN2CCN(Cc3nc4c(s3)CCCC4)CC2CCO)cc1 (configuration not stated)
    -6, -4, -1, 10, 3, -5, 5
Cc1cccc2sc(NS(=O)(=O)c3ccccc3)nc12
    5, -3, 0, -2, 5, -5, 4
Cc1cc(S(=O)(=O)N2CCCC2)ccc1OCC(=O)N1CCOCC1
    -3, -9, nt, nt, 17, -5, nt
COc1cc(N)c(Cl)cc1C(=O)OCC(=O)c1ccc2c(c1)NC(=O)CO2
    nt, nt, 1, 0, -7, 0, -2
CCN=C1S/C(=C\c2sccc2C)C(=O)N1CC
    -24, 36, 4, 1, -8, -97, -5
COc1ccc(-n2c(SCC(=O)Nc3cc(C)on3)nc3ccc(O)cc3c2=O)cc1OC
    2, -8, nt, nt, 3, nt, nt
COc1cc(OC)c(C(=O)Nc2cc(S(=O)(=O)N3CCOCC3)ccc2N2CCN(C)CC2)cc1OC
    -2, 3, -1, -2, 1, -1, -16
CCOC(=O)C1CCCN(C(=O)Cn2cnc3sc(C)c(S(=O)(=O)N4CCOCC4)c3c2=O)C1 (configuration not stated)
    -9, -2, -4, -7, -4, 1, -7
O=C(NC1CCN(S(=O)(=O)c2ccc(F)cc2)CC1)C1CCCCC1
    -3, 2, 4, -1, 2, 14, -5
CCS(=O)(=O)N1Cc2cc(C(=O)N(C)C)nc(-c3cccc(-c4ccc(F)cc4)c3)c2[C@@H]1CCO
    -7, nt, 1, 0, nt, 18, -4
CC(=O)C1=C(O)C(=O)OC1c1ccc(Cl)cc1 (configuration not stated)
    0, nt, 0, -2, nt, -10, -5
COc1cc(C(=O)c2c(C)c(CCC#N)n3ccccc23)cc(OC)c1OC
    -10, nt, nt, -4, nt, 16, -2
O=S(=O)(/N=C(/c1ccccc1)N1CCCCCC1)c1ccccc1
    5, 5, -2, -1, -3, 5, -5
CSCCC(NC(=O)c1ccccc1)C(=O)N1CCN(C(C)=O)CC1 (configuration not stated)
    7, 1, -2, -1, 4, -2, -3
O=C(C[C@@H]1C[C@@H]2c3cc(NS(=O)(=O)c4ccc(F)cc4)ccc3O[C@@H]2[C@@H](CO)O1)NCc1ccc(Cl)cc1
    -26, 11, 1, 3, 2, -4, -4
CN1CCN(CCCNC(=O)c2cc3c(-c4ccc(Cl)cc4)nn(C)c3s2)CC1
    -15, 1, -10, nt, 2, -16, -2
CC(=O)c1cccc(NC(=O)CCC(=O)Oc2ccc(C)cc2)c1
    -2, -14, 1, -3, 3, -13, -4
COc1ccc(C(=O)N2CCC3(CC2)NCCc2[nH]cnc23)cc1
    6, 2, -2, -1, 5, -6, 4
CCCCN(C)CCNC(=O)CCn1nc(-c2ccc(Cl)cc2)ccc1=O
    3, 2, -9, -7, 9, 5, 1
Cc1ccc(N(CC(=O)NC2CCCCC2)C(=O)CNC(=O)c2ccco2)c(C)c1
    -1, -8, 0, -5, 0, 7, -2
Cc1nc([N+](=O)[O-])c(C(=O)OCc2ccccc2F)n1C
    nt, nt, 1, nt, nt, -5, 25
COc1ccc(CNC(=O)c2ccc(Br)o2)cc1
    -20, 16, -1, nt, 25, -10, -9
O=C(NC1CCCC1)N1CC2(C1)[C@@H](c1ccccc1)[C@@H](CO)N2CC1CC1
    -10, nt, 2, -1, nt, -9, 2
N#CC1=C(N)Oc2n[nH]c(-c3ccccc3)c2C1c1cccnc1 (configuration not stated)
    -1, -4, nt, nt, -6, nt, nt
O=C(O)C[C@@H]1C=C[C@H](NC(=O)Nc2ccccc2)[C@H](CO)O1
    20, 0, 1, -2, 11, -1, 2
CC(C)c1ccc(NC(=O)Nc2nc(C(N)C3CCCCC3)cs2)cc1 (configuration not stated)
    4, -10, -1, -10, -11, 12, -7
Cc1cccc(/N=C/c2c(O)[nH]c3ccccc23)n1
    nt, 74*, nt, nt, 8, -70, nt
Cc1nn(C)c(Oc2ccc(Cl)cc2)c1C=O
    3, -2, nt, nt, 15, nt, nt
CC(C)(C)c1ccc(C(=O)N2CCC2(C)C(=O)NCC(F)(F)F)cc1 (configuration not stated)
    -7, -11, 2, nt, 10, -11, -8

Some values from the entries so far.
SIRT5 inh with COc1cc(OC)c(C(=O)Nc2cc(S(=O)(=O)N3CCOCC3)ccc2N2CCN(C)CC2)cc1OC = -2
S100A4 MyoIIA with CCN=C1S/C(=C\c2sccc2C)C(=O)N1CC = -5

New compounds follow:
Every second line gives: FN deposition inh, esBAF inh, Casp6 inh, SIRT5 inh, Statin myotox sup, LGR2 antag, S100A4 MyoIIA
CN1C(=O)NC(c2ccc(O)cc2)C2=C1CN(c1ccc(O)cc1)C2=O (configuration not stated)
    1, nt, 4, 0, nt, -4, 0
CCOC(=O)C1=CCC(c2cccs2)N(S(=O)(=O)c2ccc(C)cc2)C1 (configuration not stated)
    3, 0, -2, -3, 6, -16, 0
CO[C@@H]1CN(C)C(=O)c2ccc(NC(=O)C3CCOCC3)cc2OC[C@@H](C)N(C(=O)c2ccccc2)C[C@H]1C
    nt, -1, nt, -8, -6, 1, -4
CN(C)C(=O)c1cccc(-c2ccc([C@H]3[C@H](CO)N4CCCCN(CCC(F)(F)F)C[C@@H]34)cc2)c1
    nt, nt, 0, -2, nt, -8, 5
Cc1cc2c(cc1C)N(Cc1ccc(Cl)cc1)C1=NCCCN12
    0, nt, 1, -1, nt, 9, -2
Cc1ccc2c(c1)c1c(c(=O)n(-c3ccccc3)c(=O)n1CC(=O)NCC1CCCO1)n2C (configuration not stated)
    -4, 12, 3, -8, 8, 17, 16
Cc1ccc(S(=O)(=O)N(C)C[C@H]2Oc3ccc(NC(=O)CCCCCC(=O)Nc4ccccc4N)cc3C(=O)N([C@H](C)CO)C[C@H]2C)cc1
    nt, nt, 0, nt, nt, -12, 13
OCCNc1ncnc2c1ncn2[C@H]1CN(Cc2cccs2)C[C@@H](CO)O1
    -4, -2, -2, -1, 17, -7, -2
C[C@@H]1CCCCO[C@H](CN(C)C(=O)Nc2ccc(C(F)(F)F)cc2)[C@H](C)CN([C@@H](C)CO)C(=O)c2cc(NC(=O)CCC(F)(F)F)ccc2O1
    nt, 3, 2, 0, nt, 8, -6
Cc1cccc(NC(=O)C(=O)NNC(=O)c2ccc(C(C)(C)C)cc2)c1
    4, 0, 0, -3, 27, -10, 3
CC1=C(C(=O)NC2CCCc3c2cnn3-c2cc(F)cc(F)c2)OCCO1 (configuration not stated)
    nt, 2, -5, -5, -5, 3, 10
CC(C)(C)c1ccc(C(=O)NNC(=O)Cc2ccccc2)cc1
    nt, 49*, 2, 0, 0, -18, 3
Cc1ccc(NS(=O)(=O)c2cccc(C(=O)NCC(c3cccs3)N(C)C)c2)cc1 (configuration not stated)
    -5, -7, -4, 15, -7, -21, 2
CSc1n[nH]c(-c2sccc2OCc2ccc(C)cc2)n1
    7, 9, nt, nt, 11, nt, nt
CC(=O)Nc1cccc(S(N)(=O)=O)c1C
    4, nt, -1, -4, nt, -3, -3
CCOc1ccc(CNC(=O)C2CCN(c3nnc(C)c4c(C)n(-c5ccc(C)cc5)nc34)CC2)cc1
    20, -5, 0, -4, -3, -19, -5
